High-throughput results: PubChem, Southern Research Specialized Biocontainment Screening Center
H1N1 NS1A inhibition: H1N1 influenza NS1A inhibitors, functional cell based assay (AID 504329); NS1A functional cell-based assay, percent inhibition; higher % means a stronger effect; inhibition, % at 12.5 µM, or IC50 in µM where a hit was titrated; actives 0.3% (n = 340,000); in the data active = a potency from the dose series; inconclusive = inhibition above about 27% without an active follow-up result; note: strong numbers were not always called active
tuberculosis growth: growth inhibition of non-replicating M. tuberculosis (AID 488890); inhibition, % at 25 µM, or IC50 in µM where a hit was titrated; actives 0.39% (n = 320,000); Mycobacterium tuberculosis non-replicating, growth inhibition; higher % means a stronger effect; in the data active = a potency from the dose series; inconclusive = inhibition mostly from about 82% at the one dose, without a potency; inactive = the rest, 99 in 100 with inhibition below about 76%;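 note: plate controls were DMSO cells for no effect and high antibiotic wells for full effect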
PhoP GFP inhibition: PhoP regulon inhibitors, Salmonella typhi PhoP promoter GFP reporter, confirmatory (AID 1850) | inhibition, % at 50 µM; hits with a dose series show IC50 in µM | actives 0.33% (n = 310,000) | Salmonella Typhi PhoP-promoter GFP reporter, fluorescence, 4 h; higher % means a stronger effect; in the data active = a potency from the dose series; inconclusive = inhibition mostly from about 25% at the one dose, without a potency; inactive = the rest, 99 in 100 with inhibition below about 19%;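 note: 0% = induced wells with vehicle and 100% = uninduced wells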
H37Rv inhibition: M. tuberculosis growth inhibition, HTS (AID 449762); M. tuberculosis H37Rv growth inhibition, 7H9 media; higher % means a stronger effect; inhibition, % at 25 µM, or IC50 in µM where a hit was titrated; actives 0.59% (n = 330,000); in the data active = a potency from the dose series; inconclusive = inhibition above about 70% without an active follow-up result;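 note: bacterial growth assessed after seven days of incubation; strong numbers were not always called active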
VEEV TC-83 Vero: inhibitors of VEEV TC-83 cytopathic effect, confirmation, Vero cells (AID 588727). Vero cells, VEEV TC-83 cytopathic effect inhibition; higher % means a stronger effect. one-dose inhibition, % at 20 µM; IC50 in µM for titrated hits. actives 0.13% (n = 350,000); in the data active = a potency from the dose series; inconclusive = inhibition mostly from about 14% at the one dose, without a potency; inactive = the rest, 99 in 100 with inhibition below about 12%; note: strong numbers were not always called active
VEEV TC-83 Vero 10K pilot screen: second read-out of VEEV TC-83 Vero, no call of its own (marks repeat the call); inhibition, %; measured here: 10K pilot screen inhibition
Numbers without * were called inactive; i = inactive; ? = inconclusive; · = not tested or not shown.

SMILES	H1N1 NS1A inhibition	tuberculosis growth	PhoP GFP inhibition	H37Rv inhibition	VEEV TC-83 Vero	others
Cc1cc(N2CCN(C(=O)c3ccco3)CC2)n2nc(C)c(-c3ccccc3)c2n1	0%	·	·	·	3.6%	VEEV TC-83 Vero 10K pilot screen=5.0
CN(CCO)C1=NS(=O)(=O)c2cc([N+](=O)[O-])ccc21	5%	3%	6%	13%	i
CCn1c(=O)c2sccc2n(CC(=O)NCCC2=CCCCC2)c1=O	0%	-11%	5%	5%	i
CC(C)(C)C1(c2ccccc2)NC(=O)N(CC(=O)N2CCOCC2)C1=O (stereo unspecified)	-8%	0%	0%	2%	i
C#CCN(N(C)c1ncc(C(F)(F)F)cc1Cl)S(=O)(=O)c1ccc2ccccc2c1	5%	-1%	9%	-3%	i
Cc1ccccc1Cn1c(=N)n(CC(O)c2ccco2)c2ccccc21 (stereo unspecified)	-3%	10%	0%	-2%	0.1%
COCCNS(=O)(=O)c1ccccc1	-1%	-5%	1%	5%	0.8%
Cc1nnc(NC(=O)CSc2nnc3ncccn23)s1	3%	-20%	-1%	9%	3.5%
COCCNC(=S)N1CCC(c2nc(-c3ccc(F)cc3)no2)CC1	5%	34%	-6%	-4%	i
O=S(=O)(NCCCSc1ccccc1)c1ccccc1F	0%	13%	-1%	7%	i
COc1cc(NC(=O)CCNS(=O)(=O)c2ccc3c(c2)CCC(=O)N3)cc(OC)c1	-4%	6%	3%	10%	2.2%
Cc1cccc(C(=O)NNC(=O)C(=O)NC(C)(C)C)c1	-3%	78%	-4%	-3%	0.5%

Gathered by group: the entries above containing a tert-butyl group (two)
SMILES	H1N1 NS1A inhibition	tuberculosis growth	PhoP GFP inhibition	H37Rv inhibition	VEEV TC-83 Vero	others
CC(C)(C)C1(c2ccccc2)NC(=O)N(CC(=O)N2CCOCC2)C1=O (stereo unspecified)	-8%	0%	0%	2%	i
Cc1cccc(C(=O)NNC(=O)C(=O)NC(C)(C)C)c1	-3%	78%	-4%	-3%	0.5%

The listing continues:
SMILES	H1N1 NS1A inhibition	tuberculosis growth	PhoP GFP inhibition	H37Rv inhibition	VEEV TC-83 Vero	others
O=C(O)c1c2c(nc3ccc(F)cc13)CCC2	0%	-15%	11%	-5%	0.7%
COCCn1c(SCC(=O)N2CCN(c3ccccc3)CC2)nc2c(c1=O)SC(C)C2 (stereo unspecified)	2%	-7%	2%	1%	10%
COC(=O)C(O)(c1ccc(NC(=S)NC(=O)c2ccc(Cl)cc2Cl)cc1)C(F)(F)F (stereo unspecified)	-1%	74%	5%	0%	3.7%
NS(=O)(=O)c1ccc(NC(CNS(=O)(=O)c2ccccc2)c2ccccc2)cc1 (stereo unspecified)	-1%	10%	-4%	-3%	3.0%
COc1ccc(/C=C/C(=O)c2oc3ccc(F)cc3c2C)cc1	-6%	29%	-10%	11%	i
CC(C)Cn1c(N)c(C(=O)COC(=O)c2cc3ccccc3cc2O)c(=O)n(C)c1=O	-7%	15%	·	4%	9.5%
CC1(C)CC(=O)C=C(NCc2ccc(Cl)c(Cl)c2)C1	-3%	8%	20%	3%	i
Cc1cc(C)nc(/N=C(\N)C2=C(O)CC(C)(C)CC2=O)n1	-5%	1%	-10%	-2%	1.9%
O=[N+]([O-])c1ccc(N2CCCCC2)c2ncccc12	5%	17%	-1%	1%	0.7%
O=C(O)c1ccc2c(c1)C(=O)N(C(Cc1ccc(O)cc1)C(=O)O)C2=O (stereo unspecified)	-7%	0%	5%	5%	0.7%
O=C(Nc1cccnc1)NC1CCCCC1	-9%	-7%	5%	-1%	i
CCCc1nc(SCC(=O)NNC(=O)c2ccc(OC)cc2)c2ccccc2n1	-10%	8%	-1%	0%	0.7%
Cc1cccc(C)c1NC(=S)N(c1ccccc1)C(C)C	-10%	-24%	4%	8%	i
CCOc1ccccc1NC(=O)CN(C)S(=O)(=O)c1ccc(OC)c(C)c1	1%	22%	3%	13%	i
Nc1nc(CCl)nc(Nc2ccc3ccccc3c2)n1	-21%	·	·	·	22%
CCCn1ncc(C(=O)N(C)C2CCCN(Cc3ccccc3F)C2)c1C (stereo unspecified)	-4%	3%	10%	7%	5.9%
O=C(COC(=O)c1ccc(Sc2ccccc2)c([N+](=O)[O-])c1)NC1CCS(=O)(=O)C1 (stereo unspecified)	7%	1%	12%	11%	0.9%
Nc1c(C(=O)c2ccccc2)sc2snc(SCC(=O)c3ccccc3)c12	-1%	?	1%	-1%	6.1%
O=C(C1CC(c2ccc(F)cc2)=NO1)N1CCN(c2ccccc2)CC1 (stereo unspecified)	32%	-21%	-3%	-8%	0.8%	VEEV TC-83 Vero 10K pilot screen=1.6
CCOCCn1ccc2c(OCC(=O)Nc3ccc(OC)c(OC)c3)cccc2c1=O	-7%	-4%	1%	-2%	9.8%
CCc1nc2ccccc2n1CC(O)COCC1CC=CCC1 (stereo unspecified)	-1%	45%	-8%	4%	0.1%
Cc1cc(C)c(C#N)c(SCc2ccc3c(c2)OCO3)n1	-1%	15%	-10%	-7%	3.2%
O=C(C1CC1)n1cc(C(=S)N2CCOCC2)c2ccccc21	-21%	16%	-6%	-2%	3.6%
Cc1csc(=O)n1CCC(=O)OCC(=O)Nc1ccc(S(N)(=O)=O)cc1	-10%	4%	·	8%	2.3%
CSCCC(C(=O)OCC(=O)c1ccc(C)c(C)c1)N1C(=O)c2cc(Cl)c(Cl)cc2C1=O (stereo unspecified)	5%	-4%	-6%	20%	2.5%
CCCCn1c(O)c(C(C)=NC(C)c2ccccc2)c(=O)[nH]c1=O (stereo unspecified)	-1%	20%	-2%	5%	10%
Cc1ccc2[nH]c3c(c2c1)CN(C(=O)CN1C[C@H]2C[C@@H](C1)c1cccc(=O)n1C2)CC3	3%	14%	1%	-9%	i
CCOC(=O)c1c(-c2ccco2)csc1N	4%	6%	10%	-15%	2.8%
CCOc1ccc2nc(N3CCC(C(=O)N4CCN(c5ccccn5)CC4)CC3)sc2c1	-1%	58%	1%	5%	2.5%
Cc1ccc(-c2ccc(/C=N/O)o2)cc1[N+](=O)[O-]	-8%	4%	-3%	8%	i
C[N+](C)(C)CCOC(=O)CCC(=O)OCC[N+](C)(C)C	-10%	-2%	-17%	-3%	1.1%
COc1cc(CN2CCN(c3ccccc3F)CC2)c([N+](=O)[O-])cc1OC	5%	20%	-4%	5%	0.2%
Cc1ccc(OCCn2c(NC(=O)c3ccco3)nc3ccccc32)cc1	15%	75%	3%	?	1.0%
Cc1cc(C(=O)OCC(=O)NC2CC2)c2ccccc2n1	0%	-2%	·	-1%	2.6%
Cc1ccc(C)c(NC(=O)CN(C)C(=O)c2cc(S(=O)(=O)N3CCOCC3)ccc2N2CCCC2)c1	-2%	26%	-3%	-5%	8.1%
Cc1cccn2c(=O)c3cc(C(=O)NCc4ccc(F)cc4)c(=N)n(CCCN4CCOCC4)c3nc12	2%	·	·	·	12%
COc1ccc(-c2[nH]ncc2CNCCn2cccn2)c(F)c1	9%	-1%	15%	-9%	i
CCOc1cc(C)c(Cl)cc1S(=O)(=O)N(C)C	-11%	5%	-6%	4%	0.4%
CCOP(=O)(OCC)c1nc(-c2ccc(F)cc2)oc1NCc1ccccc1	9%	9%	1%	2%	5.6%
C=CC(=O)Nc1sc2c(c1C(N)=O)CCCC2	6%	73%	-14%	15%	?
O=C1C(Cc2c[nH]c3ccccc23)NC(=S)N1C1CCCCC1 (stereo unspecified)	5%	18%	8%	5%	4.1%
CC1CCN(Cc2nnnn2CCCC(=O)N(C)C(C)c2ccccn2)CC1 (stereo unspecified)	12%	-7%	0%	-7%	i
CCCOc1ccc(C(O)(CCC)CCN2CCCCC2)cc1 (stereo unspecified)	14%	38%	-1%	-5%	i
CCc1ccccc1NC(=O)CCOc1ccccc1	-5%	60%	0%	-3%	0.6%
CCc1cccc2sc(N(CCCN3CCOCC3)C(=O)CS(=O)(=O)c3ccccc3)nc12	-10%	-9%	2%	-5%	12%
COc1ccc(-c2nnc3sc(-c4ccco4)nn23)cc1OC	-13%	-20%	-3%	-3%	0.7%	VEEV TC-83 Vero 10K pilot screen=3.8
CCN(CC)CCCN(C(C)=O)c1nc(-c2cc(OC)ccc2OC)cs1	-1%	11%	-7%	-14%	0.1%
COc1cc(CNCCCO)ccc1OCC(=O)NC(C)(C)C	1%	18%	5%	-8%	1.0%

Structures shown so far containing a COOH group (2):
SMILES	H1N1 NS1A inhibition	tuberculosis growth	PhoP GFP inhibition	H37Rv inhibition	VEEV TC-83 Vero	others
O=C(O)c1c2c(nc3ccc(F)cc13)CCC2	0%	-15%	11%	-5%	0.7%
O=C(O)c1ccc2c(c1)C(=O)N(C(Cc1ccc(O)cc1)C(=O)O)C2=O (stereo unspecified)	-7%	0%	5%	5%	0.7%

The list goes on:
SMILES	H1N1 NS1A inhibition	tuberculosis growth	PhoP GFP inhibition	H37Rv inhibition	VEEV TC-83 Vero	others
O=C(c1csc2ccccc12)N1CCN(c2ccc(Cl)c(Cl)c2)CC1	9%	8%	-6%	3%	i
Cc1nc(C)n(CC(C)C(=O)N2CCN(S(=O)(=O)c3ccccc3)CC2)n1 (stereo unspecified)	4%	-10%	7%	11%	i
CCc1ccc(-c2cn(C3CCCCC3)c(=S)[nH]2)cc1	-4%	1%	7%	3%	i
CC(C)CC1Nc2ncnc(N3CCN(c4ccccn4)CC3)c2N(Cc2ccccc2)C1=O (stereo unspecified)	-10%	40%	·	-1%	2.2%
O=C(c1ccccc1S(=O)(=O)NCc1ccccc1)N1CCCCC1	-1%	4%	-12%	-12%	0.7%
CSCCC(NS(=O)(=O)c1ccc(Cl)cc1)C(=O)OCC(=O)N1CCOCC1 (stereo unspecified)	6%	-11%	6%	5%	0.8%
COc1ccc(C(=O)Nc2ccc3[nH]c(-c4cccc(OC)c4)cc(=O)c3c2)cc1	14%	-7%	-5%	3%	0.3%
O=C(NCC1CCCCC1)c1ccc(F)cc1Cl	-8%	68%	-18%	5%	0.2%
O=C(CSc1ccc(-c2ccco2)nn1)N1CCCCCC1	5%	14%	2%	0%	0.4%
Cc1cc(C(=O)N/N=C/c2cc(Br)ccc2OC(=O)c2ccccc2)n[nH]1	7%	18%	-2%	-1%	?
O=C(Cc1cccs1)Nc1nnc(SCC(=O)N2CCCCC2)s1	-2%	-23%	-6%	2%	5.7%
Cc1ccc(Cl)cc1N1CCN(S(=O)(=O)c2c(C)nc3scc(C)n3c2=O)CC1	-2%	9%	7%	-2%	3.2%

Grouped by structure, the entries above containing a CF3 group (2)
SMILES	H1N1 NS1A inhibition	tuberculosis growth	PhoP GFP inhibition	H37Rv inhibition	VEEV TC-83 Vero	others
C#CCN(N(C)c1ncc(C(F)(F)F)cc1Cl)S(=O)(=O)c1ccc2ccccc2c1	5%	-1%	9%	-3%	i
COC(=O)C(O)(c1ccc(NC(=S)NC(=O)c2ccc(Cl)cc2Cl)cc1)C(F)(F)F (stereo unspecified)	-1%	74%	5%	0%	3.7%

(listing goes on)
SMILES	H1N1 NS1A inhibition	tuberculosis growth	PhoP GFP inhibition	H37Rv inhibition	VEEV TC-83 Vero	others
O=C(NCCOCc1ccccc1)C(c1ccccc1)c1ccccc1	6%	6%	21%	3%	?
Cc1cccc(N2C(=O)N3[C@@H]4c5ccccc5OC[C@@H]4[C@@H](c4ccccc4)[C@]3(C)C2=O)c1	-6%	2%	-34%	-4%	5.4%
Cc1cc(N2CCCC2=O)ccc1S(=O)(=O)N1CCOCC1	-15%	-9%	6%	-6%	i
CCc1nc2ccccc2c(C(=O)OCC(=O)Nc2cccc(S(=O)(=O)N3CCOCC3)c2)c1C	1%	21%	-2%	?	5.0%
Cc1ccc(NC(=O)C(=O)c2cn(CC(=O)N3CCCCC3)c3ccccc23)cc1	18%	51%	-8%	12%	9.3%
Cn1c(=O)cc(OCCCC(=O)N2CCCCC2)c2ccccc21	-5%	-5%	-5%	-3%	1.9%
Cc1ccsc1/C=N/NC(=O)c1cccnc1	1%	·	-2%	2%	4.9%
Cc1ccc(S(=O)(=O)N2CCOC2CNC(=O)C(=O)NCCN(C)C)cc1 (stereo unspecified)	-12%	·	-7%	-11%	0.1%
C/C=C(\C)CN1CCCC(CO)(Cc2ccccc2)C1 (stereo unspecified)	1%	19%	15%	13%	1.4%
CC1CCC2=NN(C(=O)c3ccco3)C(O)(C(F)(F)F)C2C1 (stereo unspecified)	12%	19%	-9%	2%	1.1%	VEEV TC-83 Vero 10K pilot screen=1.4
O=C(c1ccc(S(=O)(=O)c2cccc(Cl)c2)c([N+](=O)[O-])c1)N1CCN(Cc2ccccc2)CC1	13%	9%	0%	-5%	4.3%
O=C(NCCN=C1NS(=O)(=O)c2ccccc21)c1ccccc1	0%	-28%	17%	10%	1.4%
COc1ccc(-c2csc(NC(=O)C3CSC4(C)CCC(=O)N34)n2)c(OC)c1 (stereo unspecified)	3%	21%	4%	69%	7.8%
